SENP6 block = SENP6 protease inhibition. Q9GZR1. Recombinant SENP6 catalytic domain, aminoluciferin luminescence. inhibition, % at 10 µM. 330,000 tested, 1.8% active. AID 2599;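 active = inhibition above about 50% at the single tested dose, limit read from the data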;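 also: plate controls were DMSO wells with enzyme for no effect and DMSO wells lacking enzyme for full effect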
Target sequence (Q9GZR1 628-1112 limits assumed): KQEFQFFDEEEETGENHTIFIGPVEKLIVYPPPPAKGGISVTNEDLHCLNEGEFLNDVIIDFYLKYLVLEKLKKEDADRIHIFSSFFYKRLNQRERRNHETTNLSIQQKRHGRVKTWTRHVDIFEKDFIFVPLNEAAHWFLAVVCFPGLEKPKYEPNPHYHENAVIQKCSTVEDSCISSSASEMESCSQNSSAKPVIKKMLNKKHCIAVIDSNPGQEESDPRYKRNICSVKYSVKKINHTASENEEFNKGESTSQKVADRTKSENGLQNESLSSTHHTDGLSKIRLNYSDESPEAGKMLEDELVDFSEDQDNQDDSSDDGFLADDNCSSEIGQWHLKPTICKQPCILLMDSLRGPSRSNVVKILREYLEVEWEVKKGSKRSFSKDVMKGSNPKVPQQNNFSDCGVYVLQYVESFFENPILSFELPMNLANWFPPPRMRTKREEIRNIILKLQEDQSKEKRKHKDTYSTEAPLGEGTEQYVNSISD
ATG4B inhibitor = ATG4B (human) cysteine protease inhibition | Q9Y4P1 | 340,000 tested, 0.51% active | inhibition, % at 8.33 µM | ATG4B cleavage of LC3-PLA2, NBD-HPC fluorescence, 1 h; in the data active = inhibition above about 40%
SENP1 FRET inh = blocks the human SENP1 SUMO protease catalytic domain; Q9P0U3; recombinant SENP1 catalytic domain, CyPet-SUMO1-YPet FRET cleavage; inhibition, % at 10 µM; 360,000 tested, 0.21% active; AID 624204;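 active = inhibition at least 30% at 10 µM, raw YFP signal under a set limit, fluorescence ratio 0.5 to 1.5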;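 also: 0% = enzyme with DMSO and 100% = no enzyme wells; some results filed as inactive read as strong as hits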
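Test system: recombinant human SENP1 catalytic domain, His6-tagged / Medium: pH 8 Tris buffer with EDTA, NaCl, BME, BSA, NP40, catalase / Also added: SUMO1 FRET substrate flanked by Cypet and Ypet, 25 nM / Times: 50 min reaction at room temperature / Signal: FRET, CFP and YFP emission / Control set: no-enzyme low control and enzyme-plus-DMSO high control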
SENP8 inh = blocks human SENP8 cleavage of Nedd8 substrate | inhibition, % at 20 µM | AID 602440 | Q96LD8 | 360,000 tested, 0.64% active | recombinant SENP8, Nedd8 substrate fluorescence; in the data active = inhibition mostly above about 40%, no sharp cut-off; inactive = mostly below about 27%
PfG6PD inh = PfG6PD (Plasmodium falciparum) enzyme inhibition; PfGluPho enzyme, NADPH resazurin-diaphorase fluorescence; inhibition, % at 20 µM; 350,000 tested, 0.78% active; AID 504690;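 active = inhibition reaching at least a set limit at 20 µM in the primary screen, cut at about 59% in these data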;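 also: 0% = DMSO wells with substrate and 100% = DMSO wells lacking glucose-6-phosphate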
MPTP inh = inhibitors of mitochondrial permeability transition pore; 360,000 tested, 1.4% active; inhibition, % at 10 µM; isolated mouse mitochondria, Ca2+ swelling absorbance, 30 min;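 active = inhibition of 50% or more, scaled per plate between neutral and stimulator controls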;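 also: 0% = DMSO wells given calcium and 100% = 1 mM EGTA wells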
hIAP activ = increases human intestinal alkaline phosphatase activity. AID 2524. 330,000 tested, 0.16% active. P09923. purified human IAP, CDP-Star luminescence, 30 min; stronger effect = higher value; 1 = vehicle-only enzyme, 0 = enzyme-free background. activation factor at 10 µM;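 active = activation factor of the enzyme at least 2-fold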; also: the source names both 10 and 20 µM as test concentration; values of inactives mirror those of a sister screen read the other way
Target sequence (P09923 whole entry, looked up): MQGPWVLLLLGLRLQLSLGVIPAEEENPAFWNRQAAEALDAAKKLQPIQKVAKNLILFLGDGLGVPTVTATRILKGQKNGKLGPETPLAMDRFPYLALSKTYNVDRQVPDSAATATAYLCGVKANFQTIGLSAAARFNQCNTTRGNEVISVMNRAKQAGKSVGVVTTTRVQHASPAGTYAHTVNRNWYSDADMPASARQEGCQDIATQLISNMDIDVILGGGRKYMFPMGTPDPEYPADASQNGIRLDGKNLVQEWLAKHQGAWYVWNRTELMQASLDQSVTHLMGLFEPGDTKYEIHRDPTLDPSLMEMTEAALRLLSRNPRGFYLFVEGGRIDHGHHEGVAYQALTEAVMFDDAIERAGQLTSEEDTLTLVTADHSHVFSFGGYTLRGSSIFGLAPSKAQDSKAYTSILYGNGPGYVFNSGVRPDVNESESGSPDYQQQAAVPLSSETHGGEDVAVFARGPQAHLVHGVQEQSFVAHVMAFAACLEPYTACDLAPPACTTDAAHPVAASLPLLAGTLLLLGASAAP
NR3A LBD binder = modulates the human NR3A ligand-binding domain; NR3A LBD differential scanning fluorimetry, Tm shift; 0% = protein alone, 100% = glycine-bound protein; Tm shift relative to glycine control, % at 25 µM; 340,000 tested, 2.5% active; AID 1259313;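 active = melting temperature shift of at least 10% of the positive control shift, at one fixed dose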
Active calls of the source: *; . = no result given.

cpd	structure	SENP6 block	ATG4B inhibitor	SENP1 FRET inh	SENP8 inh
1	CC1CCCN(c2nc3c(c(=O)n(C)c(=O)n3C)n2CCSc2nc3ccccc3o2)C1 (configuration not stated)	-4	3	0	33
2	CCOC(=O)CSc1nnc(Cc2ccccc2)n1-c1cccc(Cl)c1	19	-11	1	13
3	CC1CCC(C(O)(C(=O)c2ccccc2)c2ccccc2)C(=O)C1 (configuration not stated)	.	.	0	4
4	COc1ccc(NC(=O)c2ccco2)c(NC(=O)c2ccc([N+](=O)[O-])cc2)c1	-11	2	1	8
5	CNc1snc(C)c1C(=O)OCC(=O)c1ccc(Cl)cc1	3	-1	0	4
6	COc1cccc(-c2cc(C(F)(F)F)nc(-n3cncn3)n2)c1	-9	-8	-1	-311
7	C[C@H](CO)N1C[C@H](C)[C@@H](CN(C)S(=O)(=O)c2cccc(C#N)c2)OCc2cn(nn2)CCCC1=O	.	.	0	17
8	Cn1c(N)c(C(=O)CSc2nnc(N)s2)c(=O)n(C)c1=O	-4	-7	-1	7
9	CCC(Sc1nc(C)cc(C)n1)C(=O)Nc1ccc(S(N)(=O)=O)cc1 (configuration not stated)	-12	1	2	29
10	O=c1cc(CCl)nc2sc3ccccc3n12	-21	0	-1	-3

cpd	PfG6PD inh	MPTP inh	hIAP activ	NR3A LBD binder
1	-12	3.5	1.2	-2
2	3	1.7	0.85	733*
3	-10	-0.1	.	.
4	-6	0.2	1	0
5	9	22	0.94	7
6	-4	-1.7	0.99	-2
7	-7	-1.5	.	.
8	0	-0.8	1.1	-2
9	8	1.7	0.97	-2
10	-2	-0.3	0.87	0

Continued:
cpd	structure	SENP6 block	ATG4B inhibitor	SENP1 FRET inh	SENP8 inh
11	O=C(CSc1nnc(-c2cccc(F)c2)o1)Nc1nncs1	-18	7	1	-24
12	Clc1ccc(CSc2nccn2Cc2ccccc2)cc1	-6	6	1	13
13	Cc1cc(=O)oc2cc(OCc3ccc(C(=O)N4CCN(c5ccccc5)CC4)cc3)ccc12	0	3	-14	-392
14	CC(=O)N1CN(C2CCCC2)Cc2c1sc1c2CCCC1	-10	-4	-15	-191
15	COc1ccccc1/C=N/NC(=O)CO	5	9	1	-5
16	CN1CCCN(S(=O)(=O)c2ccc3ccccc3c2)CC1	-3	-5	-3	3
17	O=C(NCC1CCN(C(=O)c2c(F)c(F)c(F)c(F)c2F)CC1)c1c(F)c(F)c(F)c(F)c1F	-13	-2	-2	7
18	CCc1nc2ccccc2c(C(=O)NCc2ccccc2)c1C	18	-4	0	11
19	Cc1ccc(S(=O)(=O)Nc2cccnc2)c(C)c1C	-9	7	1	15
20	O=C(NCCC(=O)N1CCC2(CC1)NCCc1[nH]cnc12)c1cccc(Br)c1	-19	-2	2	2

cpd	PfG6PD inh	MPTP inh	hIAP activ	NR3A LBD binder
11	-10	-0.2	1.1	1
12	40	6.4	1.5	-13
13	11	-3.7	1	0
14	-3	-1.7	1.1	-1
15	25	-0.3	0.98	-1
16	4	1.6	1	1
17	7	-0.9	1.2	3
18	-6	1.3	0.92	-2
19	-14	-0.6	1.2	2
20	-6	-0.9	1	-3

(continued)
cpd	structure	SENP6 block	ATG4B inhibitor	SENP1 FRET inh	SENP8 inh
21	Cn1c(N)c(C(=O)COC(=O)c2cccc(S(=O)(=O)N3CCCCC3)c2)c(=O)n(C)c1=O	-28	-6	1	-2
22	CC(C)(C)OC(=O)N[C@@H](Cc1ccccc1)c1nnc(SCC(=O)c2ccc(Cl)cc2)o1	-3	5	4	5
23	O=C(c1cnc(-c2ccc(Cl)cc2)s1)c1ccc(Cl)cc1Cl	-9	-1	2	19
24	Cc1ccc(C(=O)N2c3ccccc3OCC2C)cc1 (configuration not stated)	-10	0	0	19
25	O=C(NC(=S)Nc1ccc(CN2CCCCC2)cc1)c1ccco1	-16	-1	3	14
26	CCN(CC)C(=O)/C(=C\c1ccncc1)NC(=O)c1ccccc1	-5	-8	2	-10
27	COc1cc2c(cc1OC)C(C)N(C(=O)C1=NN(c3cccc(C)c3)C(=O)CC1)CC2 (configuration not stated)	2	-3	-14	5
28	COC(=O)C1CCc2c(ccc3c2CCCC3)C1=O (configuration not stated)	.	-2	0	-11
29	O=C(Nc1ccc(Oc2ncnc3cc(Cl)ccc23)nc1)Nc1cccc(C(F)(F)F)c1	0	0	-2	-428
30	CCO[C@H]1OC(C(=O)NCc2nc3ccccc3[nH]2)=C[C@@H](c2ccccc2)[C@@H]1CCCO	-7	-1	1	8

cpd	PfG6PD inh	MPTP inh	hIAP activ	NR3A LBD binder
21	-3	-0.7	1.1	-4
22	7	14	0.95	3
23	-9	2.6	0.94	0
24	1	1.0	0.94	-1
25	2	-2.7	0.95	0
26	-1	0.1	1	-1
27	-8	-1.2	0.92	-3
28	-3	0.3	.	0
29	-3	90*	0.93	98*
30	6	0.2	0.97	-1

Random excerpt: 2 records from the list
cpd	structure	SENP6 block	ATG4B inhibitor	SENP1 FRET inh	SENP8 inh
23	O=C(c1cnc(-c2ccc(Cl)cc2)s1)c1ccc(Cl)cc1Cl	-9	-1	2	19
21	Cn1c(N)c(C(=O)COC(=O)c2cccc(S(=O)(=O)N3CCCCC3)c2)c(=O)n(C)c1=O	-28	-6	1	-2

cpd	PfG6PD inh	MPTP inh	hIAP activ	NR3A LBD binder
23	-9	2.6	0.94	0
21	-3	-0.7	1.1	-4

An excerpt of these results, as labelled records:
24: Cc1ccc(C(=O)N2c3ccccc3OCC2C)cc1 (configuration not stated)
  SENP6 block: -10
  ATG4B inhibitor: 0
  SENP1 FRET inh: 0
  SENP8 inh: 19
  PfG6PD inh: 1
  MPTP inh: 1.0
  hIAP activ: 0.94
  NR3A LBD binder: -1
2: CCOC(=O)CSc1nnc(Cc2ccccc2)n1-c1cccc(Cl)c1
  SENP6 block: 19
  ATG4B inhibitor: -11
  SENP1 FRET inh: 1
  SENP8 inh: 13
  PfG6PD inh: 3
  MPTP inh: 1.7
  hIAP activ: 0.85
  NR3A LBD binder: 733*
20: O=C(NCCC(=O)N1CCC2(CC1)NCCc1[nH]cnc12)c1cccc(Br)c1
  SENP6 block: -19
  ATG4B inhibitor: -2
  SENP1 FRET inh: 2
  SENP8 inh: 2
  PfG6PD inh: -6
  MPTP inh: -0.9
  hIAP activ: 1
  NR3A LBD binder: -3
15: COc1ccccc1/C=N/NC(=O)CO
  SENP6 block: 5
  ATG4B inhibitor: 9
  SENP1 FRET inh: 1
  SENP8 inh: -5
  PfG6PD inh: 25
  MPTP inh: -0.3
  hIAP activ: 0.98
  NR3A LBD binder: -1

(continued)
cpd	structure	SENP6 block	ATG4B inhibitor	SENP1 FRET inh	SENP8 inh
31	CCN(CC)C(=O)[C@H]1C[C@H](CC(=O)NCc2ccc(OC)c(OC)c2)C(=O)N2CCc3c([nH]c4ccc(Cl)cc34)[C@]12C	.	-18	-1	9
32	C[C@@H]1CN([C@@H](C)CO)C(=O)c2cc(NC(=O)c3ccncc3)ccc2O[C@@H](C)CCCCO[C@@H]1CN(C)C(=O)Cc1ccccc1	.	.	-8	13
33	Cc1c(NC(=O)C2C3C=CC(C3)C2C(=O)O)c(=O)n(-c2ccccc2)n1C (configuration not stated)	-12	3	2	12
34	NN(Cc1ccccc1)C(=S)Nc1ccc(Cl)c(Cl)c1	-14	34	4	12
35	CN(C)CCN(Cc1cc2cc3c(cc2nc1Cl)OCO3)C(=O)c1ccco1	5	-9	-1	-14
36	O=C(CN1CCN(C(=O)N2CCCCC2)CC1)Nc1ccc(F)cc1	-23	-11	3	8
37	O=C(O)c1ccc2c(c1)C(=O)N(Cc1ccco1)C2=O	1	-7	4	18
38	O=C(NNc1ccccc1)C(=O)N1CCCCC1	-14	-7	0	6
39	COc1cc(/C=N/NC(=O)CCC(=O)NCc2ccccc2)cc(OC)c1OC	14	-11	3	12
40	CCCN1C(=O)/C(=C2\SC(N3CCCCC3)=NC2=O)c2ccccc21	-6	-6	0	36

cpd	PfG6PD inh	MPTP inh	hIAP activ	NR3A LBD binder
31	8	2.4	.	0
32	8	1.0	.	.
33	-2	-0.8	0.96	-3
34	16	3.3	1	6
35	-4	-4.0	0.85	4
36	9	0.3	2.3*	-3
37	-39	-1.3	0.88	0
38	-3	-0.6	0.91	-1
39	10	0.9	0.99	0
40	35	-0.4	0.92	5

(list continues)
cpd	structure	SENP6 block	ATG4B inhibitor	SENP1 FRET inh	SENP8 inh
41	CCN1C(=O)C2(C(C(=O)c3ccc(C)o3)=C(O)C(=O)N2CCCN(C)C)c2ccccc21 (configuration not stated)	1	2	-2	-1
42	COc1ccc(-c2cc(C(F)(F)F)nc(SCC(=O)NCc3cnn(C)c3C)n2)cc1OC	-4	-2	-1	-283
43	Cc1ccc([N+](=O)[O-])cc1NC1OC(CO)C(O)C1O (configuration not stated)	10	7	2	8
44	COc1ccccc1-c1cccc([C@@H]2C[C@H]3[C@H](CON3C)CN2Cc2cc(Cl)cc(Cl)c2)c1	.	2	3	5
45	O=c1c(Cc2ccccc2)c(O)nc2n1CCCS2	-12	-4	1	22
46	Cc1csc2ncc(C(=O)Nc3ccc4c(c3)OCCO4)c(=O)n12	-4	-7	-1	-61
47	COCCCNC(=O)c1ccc2c(c1)OCO2	1	1	2	45*
48	COc1ccc(C2=COc3ccccc3C(=O)N2)cc1	-20	-9	0	17
49	COc1cc(O)c(/C=N/NC(=O)c2ccncc2)c(OC)c1[N+](=O)[O-]	-8	-6	-6	16
50	Cc1nn(-c2ncccn2)c2c1C(=O)CC(C)(C)C2Br (configuration not stated)	.	3	1	17

cpd	PfG6PD inh	MPTP inh	hIAP activ	NR3A LBD binder
41	4	1.0	0.74	-3
42	-3	1.4	1	-7
43	6	-2.6	0.98	2
44	4	-1.1	.	1
45	-12	-13	0.91	0
46	-11	-1.1	0.92	0
47	-19	-3.0	1.2	-1
48	6	0.8	0.89	-1
49	-12	-0.4	1.3	3
50	19	-1.1	.	-2

The listing continues:
cpd	structure	SENP6 block	ATG4B inhibitor	SENP1 FRET inh	SENP8 inh
51	Cc1ccc(NC(=O)CCC(=O)c2ccc(F)cc2)cc1Cl	-15	-5	2	25
52	COc1cccc(/C(O)=C/c2nc3ccc(C(=O)NCCc4cccc(C)c4)cc3[nH]c2=O)c1	5	1	-30	-439
53	CCC1NC(=O)c2cccnc2-n2c1nc1cc(C)cc(C)c1c2=O (configuration not stated)	.	.	-3	-31
54	O=C(NCCN1CCCC1=O)C1CCC(=O)N(CCc2cccc(F)c2)C1 (configuration not stated)	-7	-2	2	6
55	CC1(N=Cc2cc(Cl)ccc2O)COP(=O)(Nc2ccccc2)OC1 (configuration not stated)	.	3	-14	0
56	O=C(COc1ccc2ccccc2c1Br)N1CCOCC1	6	0	-2	28
57	COc1cccc2cc(CC(=O)c3ccccc3)c(=O)oc12	-8	-4	2	4
58	CCC(c1nnc(SCC(=O)NC23CC4CC(CC(C4)C2)C3)o1)N(C)C (configuration not stated)	-20	-6	1	31
59	Cc1cc(OCC(=O)NCCN2CCOCC2)cc(C)c1Br	-6	-3	-2	33
60	COc1ccc2cc(C3=CC(=O)CC(C)(C)C3=O)ccc2c1	.	.	32*	28

cpd	PfG6PD inh	MPTP inh	hIAP activ	NR3A LBD binder
51	12	-2.5	1.1	-2
52	-26	1.4	0.85	-3
53	12	0.4	.	.
54	14	-0.2	1.1	6
55	-11	-1.3	.	0
56	5	-1.7	1	1
57	10	0.0	1.1	0
58	-11	0.1	1	-1
59	-13	0.2	1	-2
60	-4	0.4	.	.

Screens deposited in PubChem BioAssay by Sanford-Burnham Center for Chemical Genomics.
